# Screening data as filed in PubChem BioAssay.
# CendR NRP1 mod: modulators of CendR peptide binding to human neuropilin-1 | inhibition, % at 25 µM | O14786 | 360,000 compounds, 0.85% hits | FAM-RPARPAR peptide binding to NRP-1, fluorescence polarization;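 active = inhibition or corrected inhibition above about 18%, plus a signal ratio from 0.5 to 1.5, limit read from the data, passing the limit was not always enough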; also: strong numbers were not always called active
# Rin1 Abl inh: human Rin1-Abl interaction inhibition; P00519+Q13671; TR-FRET Rin1/Abl binding, biochemical; inhibition, % at 7.35 µM; 360,000 compounds, 0.4% hits; AID 588664; in the data active = inhibition above about 5%, passing the limit was not always enough
# eLon inh: inhibits E. coli Lon protease | 360,000 compounds, 0.42% hits | purified E. coli Lon protease, fluorescence polarization | P0A9M0 | inhibition, % at 7.94 µM | AID 602123; in the data active = inhibition above about 13%, passing the limit was not always enough;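 also: 0% = enzyme with probe and DMSO and 100% = no enzyme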
# MsrA inh: bovine MsrA inhibition. inhibition, % at 15.5 µM. purified bovine MsrA, absorbance read-out. 360,000 compounds, 0.75% hits. AID 651718; in the data active = inhibition above about 4.5%;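 also: 0% = vehicle wells with enzyme and 100% = reference inhibitor wells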
# Neddyl block: cullin neddylation inhibition; TR-FRET cullin neddylation, biochemical; calls only at 25 µM; 360,000 compounds, 0.58% hits; AID 651699; in the data active = inhibition above about 36%
# Target sequence (P61081 whole entry, looked up): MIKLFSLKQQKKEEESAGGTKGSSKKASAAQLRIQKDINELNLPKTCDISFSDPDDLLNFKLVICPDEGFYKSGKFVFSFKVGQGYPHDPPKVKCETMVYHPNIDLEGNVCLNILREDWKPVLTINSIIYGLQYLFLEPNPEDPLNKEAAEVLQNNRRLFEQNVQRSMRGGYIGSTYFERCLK
# Target sequence (Q13564 whole entry, looked up): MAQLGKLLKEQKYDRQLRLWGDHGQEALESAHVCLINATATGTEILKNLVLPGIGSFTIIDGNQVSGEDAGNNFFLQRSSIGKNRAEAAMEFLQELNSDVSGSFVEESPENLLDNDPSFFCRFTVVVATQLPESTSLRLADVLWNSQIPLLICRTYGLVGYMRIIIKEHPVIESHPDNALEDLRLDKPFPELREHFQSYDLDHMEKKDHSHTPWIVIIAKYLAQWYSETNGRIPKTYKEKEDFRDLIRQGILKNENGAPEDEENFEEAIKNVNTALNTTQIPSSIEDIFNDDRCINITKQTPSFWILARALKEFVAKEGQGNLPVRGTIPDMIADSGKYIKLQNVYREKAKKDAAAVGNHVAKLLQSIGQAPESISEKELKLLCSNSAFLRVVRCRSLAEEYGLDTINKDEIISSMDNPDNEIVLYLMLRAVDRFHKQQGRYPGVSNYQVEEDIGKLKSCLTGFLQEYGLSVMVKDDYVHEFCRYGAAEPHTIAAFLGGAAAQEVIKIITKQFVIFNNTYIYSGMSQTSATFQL
# MT1-MMP act inh: MT1-MMP (human) activation inhibition; GFP/RFP ratio change, % at 20 µM; 360,000 compounds, 0.061% hits; P50281; HT1080 RFP-PRO-GFP cells, GFP/RFP ratio fluorescence, overnight; percent of plate control window, DMSO zero;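 active = GFP/RFP ratio change of at least 30% with cell ATP level not reduced by more than half and red fluorescence within 50% of control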; also: strong numbers were not always called active
#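 Test system: HT1080 cells expressing an RFP-PRO-GFP fluorescent reporter construct / Compound dosing: single-point 20 µM compound, 1% DMSO / Schedule: cells overnight before dosing, compound overnight, 37 °C, 5% CO2 / Evaluation: GFP/RFP fluorescence ratio / Control set: DMSO and RFP-L50D-GFP cell wells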
# MsrA act: activators of bovine methionine sulfoxide reductase A | activation, % at 10.6 µM | 360,000 compounds, 0.3% hits | AID 602163 | purified bovine MsrA, absorbance read-out; in the data active = activation above about 7.5%;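 also: 0% = vehicle and 100% = reference activator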
# SKN-1 inh: inhibitors of C. elegans SKN-1. 360,000 compounds, 0.49% hits. inhibition, % at 21.8 µM. C. elegans VP596 Pgst-4::GFP/RFP ratio, acrylamide-induced, 24 h;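 active = interference check ratio from 0.5 to 1.5 plus GFP to RFP signal ratio inhibition reaching or exceeding a fixed threshold, cut at about 30% in these data, passing the limit was not always enough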; also: some compounds called inactive have numbers as strong as hits
# FAS-TE inh: inhibitors of human fatty acid synthase thioesterase domain | 360,000 compounds, 0.67% hits | recombinant FAS-TE, OMFH fluorogenic substrate, fluorescence endpoint | inhibition, % at 15 µM | P49327;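 active = compounds whose normalised, plate-corrected inhibition of enzyme fluorescence in the single-dose primary screen is 50% or more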;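 also: 0% = DMSO with enzyme and 100% = substrate without enzyme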
# Active calls of the source: *; i = inactive; x = no result given; + = active, no number.
SMILES,CendR NRP1 mod,Rin1 Abl inh,eLon inh,MsrA inh,Neddyl block,MT1-MMP act inh,MsrA act,SKN-1 inh,FAS-TE inh
CCCn1c(C(O)c2cccc(OC)c2)nc2ccccc21 (centres undefined),5,5,-7,-0.9,i,0,-7,-24,-6
COc1ccc(Nc2nc(-c3ccccc3F)nc3ccccc23)cc1OC,-10,4,-1,2.3,x,-4,-4,6,9
CCOC(=O)CSc1nnc(CNC(=O)c2cc(OCC)c(OCC)c(OCC)c2)n1C,-1,-7,-10,-1.1,i,0,-4,-4,-9
COC(=O)C1=C(C)N=C2SC(C)C(=O)N2C1c1cccc(F)c1 (centres undefined),8,-7,6,1.4,i,-12,-2,18,2
C[C@H](CO)N1C[C@H](C)[C@@H](CN(C)C)Oc2c(NS(=O)(=O)c3ccc(F)cc3)cccc2C1=O,5,1,-6,0.0,i,3,-3,9,-9
COc1ccc(NC2CCCN(C(=O)C3=NNC(=O)CC3)C2)cc1 (centres undefined),-1,0,2,-1.0,i,3,0,-13,-6
Cc1ccc(NC(=O)O/N=C/c2ccc(F)cc2)cc1,14,0,-7,1.8,i,-4,-4,12,0
Cc1cccc(C(O)C(O)c2cccc(C)n2)n1 (centres undefined),16,-2,2,0.2,i,0,-3,7,-2
CCc1cccc(NC(=O)CSC2=NS(=O)(=O)c3ccccc32)c1,-35,-2,-11,-0.5,i,-2,-3,2,-86
Cc1ccc(N2C(=O)CS/C2=C(\C(Cl)=C(Cl)Cl)[N+](=O)[O-])cc1,-22,-1,-47,0.4,i,-3,-1,4,-12
CCC(C)(C(=O)NC1CCCCC1)N(C(=O)Cc1cccs1)c1ccccc1 (centres undefined),2,-3,-6,-0.5,i,10,-3,3,-1
Cc1ccc(-c2cccc(CN3CCN(C4CCN(C(C)C)CC4)C(CCO)C3)c2)o1 (centres undefined),-9,2,-6,-0.5,i,4,-8,7,-10

# Exported bar-delimited: entries from further up
molecule | CendR NRP1 mod | Rin1 Abl inh | eLon inh | MsrA inh | Neddyl block | MT1-MMP act inh | MsrA act | SKN-1 inh | FAS-TE inh
Cc1cccc(C(O)C(O)c2cccc(C)n2)n1 (centres undefined) | 16 | -2 | 2 | 0.2 | i | 0 | -3 | 7 | -2
CCc1cccc(NC(=O)CSC2=NS(=O)(=O)c3ccccc32)c1 | -35 | -2 | -11 | -0.5 | i | -2 | -3 | 2 | -86
Cc1ccc(N2C(=O)CS/C2=C(\C(Cl)=C(Cl)Cl)[N+](=O)[O-])cc1 | -22 | -1 | -47 | 0.4 | i | -3 | -1 | 4 | -12

# Going on with the list:
SMILES,CendR NRP1 mod,Rin1 Abl inh,eLon inh,MsrA inh,Neddyl block,MT1-MMP act inh,MsrA act,SKN-1 inh,FAS-TE inh
Cc1ccc(-c2csc3ncnc(Cl)c23)cc1,-1,1,-3,0.5,i,0,-2,14,23
COC(=O)CCC(=O)c1ccn(S(=O)(=O)c2ccccc2)c1,1,-1,-4,1.1,i,-3,-11,-19,-5
Cc1noc(C)c1CSCC(=O)N1CCN(c2ccc([N+](=O)[O-])cc2)CC1,14,-6,-1,0.5,i,-6,0,0,1
COc1ccc(C2=CC(c3ccc(F)cc3)n3nnnc3N2)cc1 (centres undefined),35*,0,38*,1.5,x,-88,-7,4,-2
COc1cc(C(=O)NCc2ccc(-c3nc4ccccc4s3)cc2)cc(OC)c1OC,-11,-4,-8,0.6,i,3,-3,-8,-11
CCn1c(CCNC(=O)c2ccc(C)cc2)n[nH]c1=S,-3,1,-17,-0.8,i,4,1,7,17
COc1ccccc1N1CCN(CC(O)COc2c(OC)cccc2OC)CC1 (centres undefined),-4,-3,3,-0.4,i,-3,-2,-8,-18
Cc1cccc(-n2c(Cc3cc(=O)[nH]c(=O)[nH]3)nnc2SC(C)C)c1,8,0,0,0.1,i,-1,-6,-4,-7
COc1ccc(-c2c(C)oc3ccc(C)cc23)cc1,0,-5,7,-0.4,i,-1,-2,20,25
O=C(CCN1CCN(Cc2ccccc2)CC1)NNC(=O)c1cc2ccccc2o1,-2,0,5,0.2,i,1,-3,1,-10
COc1ccc(-n2c(SCC(=O)Nc3nc(C)cs3)nnc2-c2ccoc2C)cc1,1,-2,3,0.0,i,2,-2,4,4
O=C(Cc1ccc(Cl)cc1Cl)OCC(=O)N1CCCCC1,1,1,-4,0.3,i,2,-1,-12,-2
C=CCn1c(=O)c(C(=O)NC(C)c2ccccc2)c(O)c2ccccc21 (centres undefined),6,-1,0,-0.1,i,-2,-2,23,7
CC(C)CCN1C(=O)c2ccc(C(=O)OCn3nnc4ccccc4c3=O)cc2C1=O,-4,4,-9,-0.6,i,-16,-12,-2,55*
O=S(=O)(c1ccc(Cl)cc1)N1CCC(N2CCCCCC2)CC1,-1,2,-8,1.0,i,-4,-9,29,-8
CCCCCCC(=O)Nc1nc(C)c(-c2csc(Nc3cc(Cl)ccc3C)n2)s1,0,4,-3,0.2,i,5,-4,-1,16
O=C(NNc1nc(-c2ccccc2)c2cc(Br)ccc2n1)c1ccc(S(=O)(=O)N2CCCCC2)cc1,-6,-2,-29,-1.5,i,-2,-2,4,74*
CC(=O)Nc1cccc(NC(=O)CSc2nccn2Cc2ccco2)c1,13,1,1,-0.3,i,6,-5,-17,-4
CCCCOc1ccc(N=Cc2cccs2)cc1,-1,-5,-9,0.1,i,6,-11,11,-3
CC1(C)Oc2ccc3ccc(=O)oc3c2[C@H](O)[C@H]1O,17,-2,8,2.9,x,-6,-2,-9,-7
CC1CCCCN1C(=O)COC(=O)c1cccc(NS(=O)(=O)c2ccccc2)c1 (centres undefined),4,-2,3,-0.2,i,-5,-3,1,-4
Cc1ccc(CNC(=O)c2cc3c(s2)CS(=O)(=O)C3)cc1,8,6,-8,-1.1,i,0,-5,17,-5
O=C(NCCOc1ccccc1F)c1ccccc1SCc1ccc(F)cc1,-2,-1,-1,0.0,i,1,-1,11,16
Clc1ccc(CCNc2nc3ccccc3n3nnnc23)cc1,10,0,-15,-0.7,i,-2,-5,4,-2
Cc1ccc(NN2C(=O)C=CC2=O)cc1,14,1,-13,1.1,i,2,-5,-7,-9
CCc1ccc(NC(=O)c2cnc3scc(C)n3c2=O)cc1,-3,1,-4,0.8,i,2,-2,-7,19
O=C(CNS(=O)(=O)c1ccccc1Br)OCC(=O)N1CCc2ccccc21,11,3,0,1.5,i,1,-4,-24,1
NC(=O)c1ccc(NC(=O)c2ccc(CN3CCOCC3)cc2)cc1,2,0,-2,1.1,i,3,-2,-6,-11
COCCNc1nc(NCCN2CCNC2=O)c2sc(-c3ccccc3)cc2n1,0,-22,-8,1.0,i,1,2,10,-4
CC1(C)CN(Cc2cccnc2)C(=O)[C@H]1CC(=O)Nc1ccc(Br)cc1,1,4,-1,-0.7,i,-1,-2,7,-4
COc1ccc2c(c1)N1CCN=C1N2C,-7,0,-13,-1.0,i,2,-4,-21,-6
CCCCn1c(N)c(N(CC(C)C)C(=O)CCCc2cccs2)c(=O)[nH]c1=O,1,6,2,1.9,i,x,-10,6,-1
CC(=O)Nc1ccc(C(=O)COC(=O)c2ccco2)c(F)c1,-8,1,2,-0.6,i,-1,-2,9,-9
O=C(COC(=O)COc1ccccc1)NCCC1=CCCCC1,4,1,4,-0.2,i,-2,-3,12,-3
COc1ccc(N2CCN(CCCn3c(=S)[nH]c4ccccc4c3=O)CC2)cc1,7,-2,-1,0.0,i,-1,-11,-3,9
O=C(CSc1ccc2nnc(-c3ccc(Cl)cc3)n2n1)N1CCCC1,-7,-5,3,-0.3,i,0,-8,-18,1

# The final 5 records of the part before come first, to join the parts:
SMILES,CendR NRP1 mod,Rin1 Abl inh,eLon inh,MsrA inh,Neddyl block,MT1-MMP act inh,MsrA act,SKN-1 inh,FAS-TE inh
CCCCn1c(N)c(N(CC(C)C)C(=O)CCCc2cccs2)c(=O)[nH]c1=O,1,6,2,1.9,i,x,-10,6,-1
CC(=O)Nc1ccc(C(=O)COC(=O)c2ccco2)c(F)c1,-8,1,2,-0.6,i,-1,-2,9,-9
O=C(COC(=O)COc1ccccc1)NCCC1=CCCCC1,4,1,4,-0.2,i,-2,-3,12,-3
COc1ccc(N2CCN(CCCn3c(=S)[nH]c4ccccc4c3=O)CC2)cc1,7,-2,-1,0.0,i,-1,-11,-3,9
O=C(CSc1ccc2nnc(-c3ccc(Cl)cc3)n2n1)N1CCCC1,-7,-5,3,-0.3,i,0,-8,-18,1
CCN(CC)C(=O)COc1cccc2ccccc12,1,1,12,-0.5,i,-3,1,-8,-4
COc1ccc(OC)c(-c2cc(-c3cccnc3)nc(N)c2C#N)c1,1,-3,4,1.1,i,3,-2,2,5
COc1ccc(OC)c(N(CC(=O)Nc2ccc3c(c2)OCCO3)S(C)(=O)=O)c1,7,0,2,0.3,i,-1,1,-12,-5
COC(=O)/C(=C(/F)Sc1cc(C)c(O)c(C)c1)C(F)(F)F,3,-2,-1,x,i,7,1,20,11
CC(=O)Nc1ccc(NC(=O)COC(=O)c2c(-c3ccccc3)noc2C)cc1,4,-2,-2,-1.5,i,1,-3,4,2
CCOc1ccc2[nH]c3c(NCCC(C)C)ncnc3c2c1,-2,2,-16,2.3,x,7,-1,-2,1
Cc1ccn2c(-c3n[nH]c(=S)n3Cc3ccccc3)c(C)nc2c1,10,2,15,0.9,i,x,-13,6,-10
CCc1nc2ccc(C(=O)Nc3cccc(C(C)=O)c3)cc2nc1CC,-12,-4,-8,0.1,i,-1,-1,0,3
CN1CCN(C2OC(=O)c3ccccc32)CC1 (centres undefined),-4,0,9,-0.9,i,-4,-9,-10,-1
NC(=O)c1ncn([C@@H]2O[C@H](CNCc3cc(Br)ccc3OCc3ccccc3)[C@@H](O)[C@H]2O)n1,4,-1,-1,0.1,i,0,-4,-3,-6
O=C(/C=C/c1c(F)cccc1Cl)Nc1cccnc1,-19,-1,1,-0.2,i,-7,1,13,-4
COc1ccccc1NC(=O)c1cc(S(=O)(=O)N2CCc3ccccc32)ccc1F,-1,-2,10,0.3,i,5,-1,6,35
CC(C)Cc1nnc(NC(=O)CCC(=O)Nc2ccccc2F)s1,-8,2,0,-0.4,i,0,-4,-4,-6
Brc1c(CSc2nncn2-c2ccccc2)nc2sccn12,-1,-4,-7,1.7,i,1,1,16,-5
CCOC(=O)C1CCN(S(=O)(=O)c2c(C)[nH]c(=O)[nH]c2=O)CC1,0,4,-5,1.1,i,-1,-4,-10,-3
COc1ccc(C(=O)Nc2ccccc2N2CCCC2)cc1,0,0,2,-0.8,i,-2,-6,1,3
COc1ccc(C(=O)Nc2ccc(NC(=O)c3cccs3)c(OC)c2)cc1Cl,-7,1,-10,3.1,x,4,-2,1,16
COc1ccc(Cn2c(N)c(C#N)c3nc4ccccc4nc32)cc1OC,-2,-2,-3,1.9,+,-36,-16,-28,2
CCOC(=O)NCc1ccc(CNC(=O)OCC)cc1,17,-1,-2,-0.7,i,0,2,21,-8
Cc1cccc(OCCOC(=O)C2CCN(S(=O)(=O)c3cccs3)CC2)c1,-6,-3,-7,-0.1,i,-2,-6,2,23
O=c1[nH]cc(S(=O)(=O)c2ccccc2)[nH]1,6,4,-1,0.7,i,0,-8,-1,-8
CCCc1ccc(C(=O)NNc2ccc(F)cc2)cc1,-8,-1,10,-0.9,i,2,-4,-6,6
COc1ccc(N2CCN(C(=O)CSc3nnc4c(C)cc5cc(C)ccc5n34)CC2)cc1,-13,-7,0,-0.7,i,12,-3,11,3
CC(=O)Nc1ccc(CNC(=O)C[N+]2(C)CCOCC2)cc1,1,0,-3,0.4,i,0,-3,-8,-4
CC(C)(Oc1ccc(Cl)cc1)C(=O)NNC(=O)c1ccc(Br)o1,1,2,1,-0.9,i,-10,-4,0,1
Cc1ccc2c(C)cc(=S)[nH]c2c1,1,-12,1,1.8,i,1,6,-9,-3
CN1C(=O)NC(c2cccc([N+](=O)[O-])c2)C2=C1CC(C)(C)CC2=O (centres undefined),4,-2,-15,0.1,i,-2,-1,30,1
COc1cc2nc(SCc3ccc(F)cc3)n(Cc3cccs3)c(=N)c2cc1OC,-12,-4,-4,0.1,i,1,0,0,24
